Source: PubChem (National Center for Advancing Translational Sciences (NCATS))
APE1 inh: qHTS Assay for Inhibitors of the Human Apurinic/apyrimidinic Endonuclease 1 (APE1) | DNA repair nuclease/redox regulator APEX1 (Homo sapiens), P27695 | recombinant APE1, TAMRA/BHQ-2 abasic DNA cleavage fluorescence | Potency, µM (titrated, usually from 65.8 µM), inactives show top-dose activity change, negative = inhibition, usual class: inhibitors | 350,000 compounds, 0.35% hits;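 note: potency is the fitted concentration of half-maximal effect; plate controls were vehicle for no effect and reference inhibitor for full effect; nearly all actives have a fitted effect of over 55% in size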
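APE1 at 0.75 nM final was preincubated with compound 15 min at room temperature, then 50 nM double-stranded THF abasic-site substrate (5'-TAMRA/3'-BHQ-2) was added. Fluorescence (ex 525/em 598 nm) was read kinetically; third-minus-first read gave activity.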
ALOX12 inh: Primary qHTS assay for inhibitors of human arachidonate 12S-lipoxygenase (ALOX12): Round 2; purified 12hLO, xylenol orange hydroperoxide absorbance; Polyunsaturated fatty acid lipoxygenase ALOX12 (Homo sapiens), P18054; Potency, µM (titrated, usually from 108 µM), for inactives: top-dose activity change, negative = inhibition, most hits filed as inhibitors; 580,000 compounds, 1.1% hits; AID 1671190, 2021; note: potency is the fitted concentration of half-maximal effect; % is set by controls: 0 for no effect and ±100 for the full control effect
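Purified human 12hLO (150 nM final) in 25 mM Hepes, 0.01% Triton X-100, pH 7.0 was preincubated 15 min at room temperature with compound. Then 40 uM arachidonic acid was added, 30 min. Hydroperoxide was read by Fe-XO absorbance ratio 573/405 nm.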
TRHR ag: qHTS for Small Molecule Agonists and Allosteric Enhancers of Human TRH Receptor: Primary Screen for Agonists. TRHR cells, calcium flux fluo-8, FDSS agonist mode. activation, % at 2 µM. 360,000 compounds, 0.18% hits; in the data active = activation above about 30%; note: 0% is about no effect
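TRHR-expressing cells, plated overnight in medium with 10% serum, were loaded with fluo-8 calcium dye at room temperature. After a 10 s baseline, library compound was pin-added and calcium release was recorded kinetically (ex 480/em 530) as agonist response.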
Pol beta inh: qHTS Assay for Inhibitors of DNA Polymerase Beta | Pol beta primer extension/strand displacement, fluorescence kinetic | Potency, µM (highest dose often 114 µM), for inactives: at the top dose activity change, negative = inhibition, usual class: inhibitors | 340,000 compounds, 1.3% hits | AID 485314, 2010; note: potency is the fitted concentration of half-maximal effect; % is set by controls: 0 for no effect and ±100 for the full control effect
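Preincubation: enzyme (10 nM) with compound, 15 min, RT. Reaction: substrate added to 50 nM final. Reads: 0 and 10 min. Analysis: normalized, Hill fit.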
Apoferritin bind: qHTS Assay for Identification of Novel General Anesthetics | apoferritin/1-aminoanthracene competitive binding, fluorescence | Potency, µM (highest dose often 77.5 µM), inactives show at the highest dose activity change, negative = displacement, usual class: inhibitors | 350,000 compounds, 0.074% hits; note: potency is the fitted concentration of half-maximal effect; % is set by controls: 0 for no effect and ±100 for the full control effect; nearly all actives have a fitted effect of over 20% in size
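Horse-spleen apoferritin (10 uM) in 50% saturated 1-aminoanthracene in PBS was incubated 10 min at room temperature with compound. Fluorescence (ex 380, em 535 nm) was normalized to free and bound 1-AMA, with concentration-response fitted by a four-parameter Hill equation.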
BLM inh: qHTS Assay for Inhibitors of Bloom's syndrome helicase (BLM). RecQ-like DNA helicase BLM (Homo sapiens), P54132. recombinant BLM DNA unwinding, fluorescence dequenching. Potency, µM (highest dose often 56.1 µM), for the others: at the top dose activity change, negative = inhibition, most hits filed as inhibitors. 350,000 compounds, 0.2% hits;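 note: potency is the fitted concentration of half-maximal effect; plate controls were vehicle for no effect and no enzyme for full effect; nearly all actives have a fitted effect of over 35% in size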
Pol kappa inh: qHTS for Inhibitors of Polymerase Kappa. DNA polymerase kappa (Homo sapiens), Q9UBT6. purified Pol kappa, fluorescent DNA synthesis assay, 10 min. Potency, µM (series often up to 107 µM), for inactives: at the highest dose activity, negative = inhibition, hits mostly inhibitors. 400,000 compounds, 0.53% hits. AID 588579, 2011; note: potency is the fitted concentration of half-maximal effect; % is set by controls: 0 for no effect and ±100 for the full control effect
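10 nM Pol kappa was preincubated with compounds for 15 min at room temperature. Reaction started with 50 nM (final) substrate. Fluorescence read kinetically at 0 and 10 min.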
Pol iota inh: qHTS for Inhibitors of Polymerase Iota; DNA polymerase iota (Homo sapiens), Q9UNA4; Pol iota fluorescent replication assay, 10 min; Potency, µM (highest dose often 115 µM), without a hit: at the highest dose activity, negative = inhibition, actives largely listed as inhibitors; 390,000 compounds, 1% hits; AID 588590, 2011; note: potency is the fitted concentration of half-maximal effect
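Pol iota at 10 nM preincubated 15 min with compounds at room temperature; reaction started with fluorescent substrate, 50 nM final. Fluorescence read kinetically at 0 and 10 min; buffer-only wells as negative control.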
ERG Ets-DNA blk: qHTS for Small Molecule Inhibitors of the ERG Ets/DNA interaction; 370,000 compounds, 0.028% hits; fluorescence polarization, His-ERG Ets domain / labelled DNA; AID 624246, 2012; Potency, µM (titrated, usually from 76.9 µM), inactives show at the highest dose FP activity, negative = inhibition, most hits filed as inhibitors; Transcriptional regulator ERG (Homo sapiens), P11308; active = well fitted inhibition curve with a large enough effect in the polarisation, with a control signal flat; inconclusive = small, poorly fitted or top-dose-only effect, or effect the other way, or a change in a side signal; inactive = no such curve, though single readings can be large or run the other way; the % refers to the polarisation;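 note: polarization taken with two DNA probes labelled with fluorescein and Texas red; potency is the fitted concentration of half-maximal effect; % of control where 0% means no effect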
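His-tagged ERG Ets domain (1 uM in the protein solution; 300mM KCl, 50mM Tris-HCl, 1mM EDTA, 1mM DTT, pH 7.5) received compound, then a probe mix of 5 nM fluorescein-DNA and 100nM Texas-615-DNA. Fluorescence polarization was read for both dyes.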
* hit, by the source's call; ? = inconclusive; / = no result given; [ ] = dose if it differs, or a comment. Unless noted, calls come from the whole dose curve; as a rule, active = well fitted curve in the direction sought with a large enough effect; inconclusive = small, poorly fitted or top-dose-only effect, or another doubt; inactive = no such curve, though single readings can be large; an effect the other way counts as inactive or inconclusive. The list is partial. The share of hits here may be higher or lower than overall.

SMILES | APE1 inh | ALOX12 inh | TRHR ag | Pol beta inh | Apoferritin bind | BLM inh | Pol kappa inh | Pol iota inh | ERG Ets-DNA blk
Cc1nn(C(C)(C)C)c(OC(=O)c2c(F)cccc2F)c1Sc1ccccc1 | / | -29% | -0.3 | 5% | 2% | -16% | -5% | ? | -13%
COCc1cc(C)nc(SCC(=O)Oc2ccc(Cl)cc2)c1C#N | 12% | -5% | 0.7 | -2% | -13% | -9% | -4% | 121%[activator] | -13%
O=c1c2ccccc2c(C=Nc2ccc(O)cc2)c(O)n1-c1nccs1 | -5% | / | 0.3 | -18% | -3% | -20% | -12% | -22% | -9%
COc1cccc(-c2noc(CCCC(=O)NCc3ccco3)n2)c1 | / | -11% | -1.1 | 2% | -22% | 2% | 10% | 2% | 2%
CCn1c(C(=O)NCc2ccc(OC(C)C)cc2)cc2oc3ccccc3c21 | / | -15% | 0.3 | -18% | 115%[activator] | -15% | -3% | 9% | -8%
O=[N+]([O-])c1ccc(/C=N/N2CCN(Cc3ccccc3)CC2)cc1 | -7% | -24% | -1.0 | 27% | -8% | -6% | -3% | 8% | 11%
COc1cccc(NC(=O)CNC(=O)c2ccc(C)cc2)c1 | 1% | 0% | 0.2 | -21% | -12% | 1% | 8%[60.1 µM] | -5% | -10%
O=C(NCc1cccc(Br)c1)c1cc(-c2ccccc2)nn1CC1CC(c2cccnc2)=NO1 (stereo not drawn) | / | ? | / | / | / | / | -20% | ? | 7%
COCCCNc1nc2nonc2nc1N1CCN(C2CCCC2)CC1 | 4% | 46%[activator] | 0.2 | -10% | -7% | 2% | 5% | 3% | -1%
COCc1c(C(=O)Nc2ccc3nc(N4CCOCC4)sc3c2)oc2ccccc12 | -17% | 334%[activator] | -0.6 | / | / | / | -7% | 22% | 5%
CCn1c(=O)n(CC)c2cc(S(=O)(=O)N3CCOCC3)ccc21 | -1% | 2% | 0.0 | 26% | 6% | 0% | -5% | -20% | /
COc1cc2c(c(OC)c1OC)-c1ccc(NC(=O)c3ccc(F)cc3)c(=O)cc1[C@@H](NC(C)=O)CC2 | 36% | -11% | 3.9 | 0% | ? | -4% | -5% | -14% | -8%
CCCCCCCCCCCn1nnnc1N | / | -5% | / | / | / | / | -3% | 100%[activator] | 1%
COc1ccccc1NC(=O)CSc1nnnn1C1CCCCC1 | 6% | -29% | -0.1 | 24% | -3% | -5% | -1% | 107%[activator] | -11%
CCc1ccc(NC(=O)CSc2nnc(-c3nonc3NC(C)=O)n2-c2ccccc2)cc1 | / | -7% | -0.1 | 19% | -12% | -9% | -8% | 10% | 8%
COc1cc2c(cc1OC)CN(C(=O)c1cccc(S(=O)(=O)N(C)C)c1)CC2 | 3% | 0% | -0.2 | -11% | 4% | 0% | -1% | 10% | -5%
CCOc1ccccc1C(=O)NC1CCN(Cc2ccccc2)CC1 | -9% | 39%[activator] | 0.2 | 4% | -8% | -8% | 1% | 5% | 5%
CCc1ccc(C(=O)CC2(O)C(=O)N(Cc3ccc(C)cc3)c3ccccc32)cc1 (stereo not drawn) | / | ? | -0.3 | 1% | ? | -10% | ? | ? | 10%
COc1ccccc1-c1cc(NC(=O)COc2ccccc2Cl)n(-c2ccccc2)n1 | / | -6% | 0.3 | 6% | -7% | -5% | -2%[60.1 µM] | -8% | -5%
C=CCOc1ccc(Br)cc1/C=C1\NC(=S)N(C(C)=O)C1=O | 21% | ? | 0.1 | -18% | ? | -10% | -4% | -19% | 1%
Cc1c(C(=O)NC(C)c2ccc(-n3ccnc3)cc2)cccc1[N+](=O)[O-] (stereo not drawn) | -14% | 116%[activator] | 2.2 | 1% | -15% | -10% | -1% | 9% | 7%
Cc1c(C(=O)N2CCN(c3ccc(F)cc3)CC2)oc2c1C(=O)CCC2 | -10% | -2% | 0.2 | 16% | -10% | -1% | -3% | 23% | 4%
COc1ccc(C(=O)NCCc2nnc(SCC(=O)Nc3ccc(Br)cc3)n2C)cc1 | 0% | -20% | -0.2 | 2% | -4% | -3% | -1% | 6%[58.9 µM] | -8%
CCc1ccccc1OCCCCCNCCO | 1% | -1% | 0.1 | -2% | 4% | -1% | -3% | 46%[activator] | -14%

Nothing new here: entries from further up.
SMILES | APE1 inh | ALOX12 inh | TRHR ag | Pol beta inh | Apoferritin bind | BLM inh | Pol kappa inh | Pol iota inh | ERG Ets-DNA blk
CCCCCCCCCCCn1nnnc1N | / | -5% | / | / | / | / | -3% | 100%[activator] | 1%
COc1ccccc1NC(=O)CSc1nnnn1C1CCCCC1 | 6% | -29% | -0.1 | 24% | -3% | -5% | -1% | 107%[activator] | -11%
CCc1ccc(NC(=O)CSc2nnc(-c3nonc3NC(C)=O)n2-c2ccccc2)cc1 | / | -7% | -0.1 | 19% | -12% | -9% | -8% | 10% | 8%
COc1cc2c(cc1OC)CN(C(=O)c1cccc(S(=O)(=O)N(C)C)c1)CC2 | 3% | 0% | -0.2 | -11% | 4% | 0% | -1% | 10% | -5%
CCOc1ccccc1C(=O)NC1CCN(Cc2ccccc2)CC1 | -9% | 39%[activator] | 0.2 | 4% | -8% | -8% | 1% | 5% | 5%

(list continues)
SMILES | APE1 inh | ALOX12 inh | TRHR ag | Pol beta inh | Apoferritin bind | BLM inh | Pol kappa inh | Pol iota inh | ERG Ets-DNA blk
CC(=O)C(Cc1ccccc1)NC(=O)COC(=O)CCN1C(=O)C2CC=CCC2C1=O (stereo not drawn) | 17% | 1% | -0.3 | / | / | / | -9% | 15% | 1%
O=S(=O)(NCCc1cn2ccccc2n1)c1ccc2c(c1)CCCC2 | 4% | 9% | -0.6 | 2% | -15% | 0% | -9% | -1% | -8%
Cc1ccc(-n2nc3c(c2NC(=O)C2CC2)CS(=O)(=O)C3)cc1C | 2% | 10% | 0.2 | 1% | -3% | -5% | -10% | 33%[activator] | 0%
Cc1cccc(CS(=O)(=O)c2ncc(CO)n2C)c1 | 2% | 42%[activator] | 0.5 | 43% | 5% | -1% | -6% | 7% | 13%
O=c1[nH]c(N/N=C\c2ccc3c(c2)OCO3)nc2ccccc12 | -10% | ? | 0.3 | 3% | 7% | -14% | -9% | 13% | 12%
Cn1c(SCCc2ccc([N+](=O)[O-])cc2)nccc1=O | / | 0% | / | / | / | / | -4% | 56%[activator] | -1%
Cc1ccc(-c2nnc(NC(=O)c3ccc([N+](=O)[O-])o3)o2)c(C)c1 | -4% | ? | -0.5 | / | / | / | 23% | 9% | 10%
Cc1[nH]c2ccccc2c1C(=O)C(=O)NCc1ccco1 | -4% | -13% | 0.9 | -26% | -11% | -5% | -5%[60.1 µM] | 19% | -1%
O=C(CSc1ncccn1)NCc1ccc(F)cc1 | 0% | -25% | 0.1 | -2% | -15% | -1% | 1% | 2% | -10%
O=C(Nc1nnc(-c2ccco2)o1)c1ccc([N+](=O)[O-])s1 | -2% | ? | 0.4 | -5% | -11% | -1% | -12% | 121%[activator] | -2%
COc1cccc2sc(N3CCN(C(=O)c4ccc([N+](=O)[O-])o4)CC3)nc12 | 42% | / | -1.2 | / | / | / | -9% | 23% | -3%
Cn1ncc2c(Nc3ccc(-c4ccccc4)cc3)ncnc21 | 8% | -2% | 0.0 | 12% | ? | -5% | -6% | 12% | /
O=C(CN1C(=O)c2ccccc2C1=O)N1CCN(S(=O)(=O)c2ccccc2)CC1 | 14% | -7% | 0.2 | 1% | -18% | -3% | -2% | 12% | 7%
COc1cc2cnc(-c3ccccc3)c(C(=O)c3ccc(OCc4ccccc4)cc3)c2cc1OC | -10% | 0% | / | / | / | / | -15% | 12% | -2%
CC(OC(=O)Cc1ccc(Cl)cc1)C(=O)NCCC1=CCCCC1 (stereo not drawn) | 3% | -9% | -1.1 | -11% | -18% | -3% | -4% | -13% | -1%
CCOC(=O)c1ccc(NC(=O)c2cccnc2)cc1 | 18% | -1% | -1.9 | 11% | 0% | 1% | -4% | 118%[activator] | -2%
COc1ccccc1OCC(=O)N1CCN(c2ccccc2OC)CC1 | 10% | ? | 1.6 | 12% | -10% | -3% | 4% | 18% | 0%
Cc1c(NC(=O)c2ccc(Cl)c(S(=O)(=O)N3CCCCC3)c2)c(=O)n(-c2ccccc2)n1C | -5% | 472%[activator] | -0.3 | 21% | -16% | -1% | -1% | 24% | 11%
CC(=O)NC(CC(C)C)C(=O)NC(CO)C(=O)NC(CCC(=O)O)C(=O)NC(C)C(=O)NC(CC(C)C)C(N)=O (stereo not drawn) | / | 2% | / | / | / | / | -8% | ? | 15%
COC(=O)[C@H](CC(C)C)NC(=O)Cn1cnc2c(SC)nc(N)nc21 | 19% | -47% | / | / | / | / | -15% | 6% | -17%
